DT40 TDP1 CPT = qHTS for Inhibitors of human tyrosyl-DNA phosphodiesterase 1 (TDP1): qHTS in cells in presence of CPT; hit rate 12% among 420,000; Potency, µM (doses to about 46.2 µM), without a hit: top-dose activity change, negative = growth inhibition, actives largely listed as inhibitors; chicken DT40 Tdp1-/-;hTDP1 cells + 20 nM CPT, ATP luminescence, 48 h; further: nearly all actives have a fitted effect of over 55% in size
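Cell growth measured by CellTiter-Glo luminescence after a minimum 48 h, 37 C compound exposure with 20 nM CPT in Tdp1-knockout DT40 cells stably expressing hTDP1, seeded 400/well; qHTS titration format.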
N370S GC = qHTS Assay for Inhibitors and Activators of N370S glucocerebrosidase as a Potential Chaperone Treatment of Gaucher Disease; Lysosomal acid glucosylceramidase (Homo sapiens), P04062; N370S GC spleen homogenate, 4MU-glucoside fluorescence; Potency, µM (titrated, usually from 59.4 µM), for the others: at the highest dose activity change, negative = inhibition, hits mostly inhibitors; hit rate 0.092% among 330,000;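 further: 0% = full enzyme activity and -100% = no enzyme basal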
FEN1 inhibitor = qHTS Assay for the Inhibitors of Human Flap endonuclease 1 (FEN1). Recombinant FEN1 flap cleavage, fluorescence, 15 min. Potency, µM (doses to about 114 µM), for the others: at the top dose activity change, negative = inhibition, most hits filed as inhibitors. hit rate 0.35% among 390,000; further: nearly all actives have a fitted effect of over 65% in size
Target sequence (P39748 whole entry, looked up): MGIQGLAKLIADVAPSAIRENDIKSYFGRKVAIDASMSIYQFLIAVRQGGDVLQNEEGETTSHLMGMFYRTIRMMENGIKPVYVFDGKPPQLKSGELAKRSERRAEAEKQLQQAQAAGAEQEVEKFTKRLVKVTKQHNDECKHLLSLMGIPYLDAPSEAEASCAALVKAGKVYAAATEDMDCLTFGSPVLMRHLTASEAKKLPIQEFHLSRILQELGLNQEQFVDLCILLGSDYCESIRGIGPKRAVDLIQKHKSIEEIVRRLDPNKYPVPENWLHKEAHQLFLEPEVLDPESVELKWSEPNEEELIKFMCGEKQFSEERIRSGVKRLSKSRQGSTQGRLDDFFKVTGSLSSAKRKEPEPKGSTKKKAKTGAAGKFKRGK
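In this screen, 50 nM flap DNA substrate was added to 10 nM FEN1 pretreated with compound for 15 min at room temperature; cleavage was followed with reads at 0 and 15 min, and Hill fitting gave concentration–response parameters.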
An asterisk follows results filed as active; ? = inconclusive; / = not tested or not shown; & = joins results of further samples; [ ] = another dose, or the depositor's remark. The call rests on the fitted dose curve; in most records, active means well fitted curve in the direction sought with a large enough effect; inconclusive means small, poorly fitted or top-dose-only effect, or another doubt; inactive means no such curve, though single readings can be large; an effect the other way counts as inactive or inconclusive. Unless noted, on the % scale 0 is the no-effect control and ±100 the full control effect; potency means the concentration at half of the fitted maximal effect. This is a subset; rates above refer to the full screens.

SMILES | DT40 TDP1 CPT | N370S GC | FEN1 inhibitor
CC1CCCCN1C(=O)COC(=O)c1cc(Cl)c2c(c1)OCO2 (stereo unspecified) | 9.8% | 0.0% | -7.1%
COc1ccc(NC(=O)c2ccc(NC(=O)c3cccs3)cc2)cc1 | -19.6% | ? | -5.1%
CCn1c(CNC(=O)c2ccco2)nnc1SCC(=O)Nc1cccc(F)c1 | -1.1% | 18.9% | 2.5%
Cc1ccc(-n2c(=O)cc(N3CCN(C(=O)c4ccco4)CC3)[nH]c2=O)cc1 | 10.7% | 3.0% | -14.5%
COc1cc(NC(=O)Cn2c(=O)n(Cc3ccccc3Cl)c(=O)c3cc(OC)c(OC)cc32)cc(OC)c1 | -24.8% | / | 1.8%
COc1ccc(S(=O)(=O)Nc2cc(C)cc(C)n2)c2ccccc12 | -24.1% | 21.4% | -3.8%
COc1ccc(S(=O)(=O)n2nc(OC(C)=O)cc2N(C(C)=O)C(C)=O)cc1 | -13.5% | -9.1% | ?
CC(Cc1ccccc1)NC(=O)C1CCCNC1=O (stereo unspecified) | 3.0% | 6.2% | -6.7%
C[C@H](NC(=O)c1ccco1)C(=O)Nc1nnc(SCc2ccccc2)s1 | -18.1% | / | 1.1%
CCOC(=O)c1cnc2c(C(F)(F)F)cccc2c1Nc1cccc(C(=O)OC)c1 | ? | / | -24.3%
C=C(C)c1cc2c(ccc3ccc(=O)oc32)o1 | 31.1%[activator] | / | -5.2%
COC(=O)c1ccc(CN2C(=O)NC3(CCCc4ccccc43)C2=O)o1 (stereo unspecified) | -22.3% | -9.7% | -4.8%
CCC(C(=O)NCCC(C)C)N(C(=O)Cn1nnc(-c2ccc(C)cc2)n1)c1cccc(O)c1 (stereo unspecified) | ? | / | 2.6%
O=C(Nc1nncs1)C1c2ccccc2Oc2ccccc21 | ? | -2.5% | -0.7%
CC(C)(C)c1ccc(NC(=O)CSc2nnc3scc(-c4ccccc4)n23)cc1 | ? | / | -6.7%
Cc1cc(-c2ccc(C(C)C)c(S(=O)(=O)Nc3cc(C)on3)c2)on1 | -2.8% | -11.2% | -17.6%
O=c1cc(N2CCc3ccccc32)[nH]c(=O)n1Cc1ccc(F)cc1 | -8.6% | 6.7% | -2.1%
COc1ccccc1Nc1ncccc1[N+](=O)[O-] | 21.8% | 4.5% | -1.4%
CN(C(=O)CSc1nc2ccccc2c(=O)n1-c1ccccc1F)C1CCS(=O)(=O)C1 (stereo unspecified) | -17.3% | / | 2.5%
Cc1ccc2nc(N3CCN(C=O)CC3)nc(-c3ccccc3)c2c1 | ? | 1.9% | 1.2%
CCN1CCN(c2cc(C(C)(C)C)nc3c(-c4ccccc4)c(C)nn23)CC1 | ? | 0.4% | -5.8%
COc1ccc(Cl)cc1S(=O)(=O)NC(C)C(=O)NCCN1CCOCC1 (stereo unspecified) | 2.1% | / | -14.5%
O=C(Cc1ccccc1)NCCc1cn2ccsc2n1 | 13.4% | 7.4% | 19.9%
CC(=O)c1cnc2nc(SCc3ccc(Cl)cc3)nn2c1C | -13.7% | -10.1% | -5.8%
NS(=O)(=O)c1ccc2nc(NC(=O)c3ccncc3)sc2c1 | 32.0%[activator] | -24.1% | -6.9%
Cc1c(C)c2ccc(OS(C)(=O)=O)c(C)c2oc1=O | -13.3% | 8.1% | -7.8%
CCC(=O)Nc1cc(C)c(NC(=O)c2ccco2)cn1 | 4.2% | -4.5% | -7.3%
Cc1cc(C)n(S(=O)(=O)c2cccc([N+](=O)[O-])c2)n1 | -8.3% | -1.4% | 6.4%
COc1cccc(CNC(=O)Cn2ccc3cc(S(=O)(=O)N4CCC(C)CC4)ccc32)c1 | ? | -1.5% | -18.8%&-15.8%
COC(=O)Cc1c(C)c2ccc(OCc3nn[nH]n3)cc2oc1=O | 0.9% | 6.8% | -1.5%
O=C(NCC[C@@H]1C[C@@H]2C=C[C@H]1C2)c1cc(COc2ccc(F)cc2F)on1 | ? | -4.1% | -23.0%
CN(C)S(=O)(=O)c1ccc(C(=O)N(Cc2cccnc2)c2nc3c(F)cc(F)cc3s2)cc1 | ? | / | 18.1%
CNC(=O)c1ccc(-c2cc(C(F)(F)F)nn2C)s1 | -18.4% | -11.3% | -2.7%
CCc1ccc(NC(=O)C2CCN(S(=O)(=O)c3cccc(-c4noc(C)n4)c3)CC2)cc1 | 20.6µM* | / | 18.6%
CC(C)Nc1ccc(Nc2ccnc3cc4ccccc4cc23)cc1 | 8.2µM* | -13.6% | 25.1µM*
Cc1ccc(Nc2nc(-c3ccc(O)c(O)c3)cs2)nc1 | 1.03µM* | -5.6% | -27.3%
COc1ccc(CCNC(=O)CCC(=O)N2CCN(S(=O)(=O)c3ccccc3)CC2)cc1OC | -7.7% | -7.9% | 11.3%
FC(F)(F)c1ccc(Oc2ccccc2Cl)nc1 | -23.4% | 8.1% | -0.6%
Cc1ccc(CN2CCN(Cc3ccc(Oc4ncccn4)cc3)CC2CCO)cc1 (stereo unspecified) | -6.4% | -1.7% | 16.0%
CCOC(=O)c1ccccc1NC(=O)N(C(C)C)C1CCN(C(C)=O)CC1 | 14.6µM* | / | -21.8%
Cc1ccc(-n2nc3c(N4CCCC(C(=O)NCCc5ccccc5)C4)nnc(C)c3c2C)cc1 (stereo unspecified) | 16.4µM* | / | -23.1%
O=C(Nc1cc(C(F)(F)F)ccc1N1CCOCC1)c1ccccc1F | -27.7% | ? | -5.9%
COc1ccc(CCNC(=O)COC(=O)Cc2ccc(OC)cc2)cc1 | 5.6% | 15.2% | -4.3%
CC(CNC(=O)c1ccc(-c2ccccc2)cc1)CN(C)C (stereo unspecified) | 7.9% | -4.5% | -3.7%
O=C(Nc1ccc2ccccc2c1)/C(=C\c1ccc2c(c1)OCO2)NC(=O)c1ccco1 | 1.8% | 12.8% | -9.8%
Cc1cccc(C)c1N(CC(=O)N/N=C/c1cc(Br)c(C)o1)S(C)(=O)=O | -10.9% | -2.7% | 1.6%
Cc1ccc2nc(-c3cc(N)cc(N)c3)oc2c1 | -16.7% | -6.3% | -6.6%
CCOc1ccccc1C1CC(=O)Nc2cc(C)c(C)cc21 (stereo unspecified) | 2.59µM* | -1.9% | 15.6%
CCOC(=O)C(Sc1ncc(C#N)c(N)n1)C(C)C (stereo unspecified) | -28.0% | 1.5% | 0.5%
Cc1ccc(C(C)C)c(OCCCN2CC(C)OC(C)C2)c1 (stereo unspecified) | ? | 2.9% | 2.5%
CC(=O)Nc1ccc(S(=O)(=O)N2CCNC(=O)C2)cc1 | 3.8% | / | -1.4%
CCOC(=O)c1ccc(NC(=O)C(=O)NCCc2ccc(OC)cc2)cc1 | -3.4%&-14.5% | 2.9% | -14.7%&12.4%
Clc1ccc[n+](CCCCC[n+]2cccc(Cl)c2)c1 | ? | / | ?
CCCCc1cc(=O)oc2c(C)c(OCc3nn[nH]n3)ccc12 | 23.7% | 10.3% | -0.6%
CCOc1ccccc1NC(=O)NCc1ccco1 | 1.7% | 6.3% | 16.6%
O=C(N/N=C1\CCS(=O)(=O)c2ccc(F)cc21)c1ccc([N+](=O)[O-])cc1 | ? | -0.4% | 15.1%
CCOC(=O)CC1C(=O)NCCN1C(=O)c1sc2ccccc2c1Cl (stereo unspecified) | -18.6% | -3.5% | 20.0%
CC[N+](CC)(CC)CCCCOc1ccc2c(c1)C(=O)c1cc(OCCCC[N+](CC)(CC)CC)ccc1-2 | ? | 7.2% | 12.6µM*
Cc1nn(-c2ccccc2)c(C)c1C=O | -2.8% | 1.2% | 17.3%
O=C(CSc1ccc(-c2ccc(F)cc2)nn1)NCc1ccco1 | -13.8% | 4.8% | 4.9%

Remaining list, next part.
SMILES | DT40 TDP1 CPT | N370S GC | FEN1 inhibitor
COc1cccc(C(=O)N2CCN(Cc3ccccc3Br)CC2)c1 | ? | 5.7% | -12.5%
C=CCc1cccc(C2Nc3ccccc3C(=O)N2O)c1O (stereo unspecified) | -20.9% | 2.4% | 10.2%
CCN(CC(=O)Nc1c(F)cccc1F)C(=O)c1cc(S(=O)(=O)N2CCOCC2)ccc1N1CCCC1 | 13.8% | -1.7% | 2.4%
CCOC(=O)c1c(NC(=O)CN2CCCCC2)sc2c1CCCC2O (stereo unspecified) | ? | 25.0% | -25.5%
COc1cc2c(cc1OC)C(C)N(C(=O)Nc1ccccc1)CC2 (stereo unspecified) | 3.66µM* | 4.6% | 2.0%
COc1ccccc1C1NC(=O)c2n[nH]c(-c3cccs3)c21 (stereo unspecified) | ? | / | -10.7%
O=C(NCc1ccncc1)c1ccc(NS(=O)(=O)c2ccc(F)cc2)cc1 | 0.3% | / | -9.8%
COc1ccc(C(CNC(=O)c2cc3c(s2)CCCC3)N2CCOCC2)cc1 (stereo unspecified) | -14.5% | -3.9% | 2.2%
CC1(c2nnc(-c3ccncc3)o2)CC(c2ccc(Cl)cc2)=NO1 (stereo unspecified) | 20.6µM* | / | 5.6%
Cc1cc(C)cc(N(C(=O)Cn2nnc(-c3ccccc3)n2)C(C(=O)NC2CCCCC2)c2ccccn2)c1 (stereo unspecified) | 2.8% | -12.9% | -4.3%
Cc1ccc(OCC(=O)c2ccc3c(c2)CCCC3)cc1C | ? | 3.2% | -17.4%
O=C(CCc1ccccc1)NNC(=O)c1ccccn1 | ? | -8.0% | -1.5%

Arranged by formula weight (descending): some entries from above.
SMILES | DT40 TDP1 CPT | N370S GC | FEN1 inhibitor
CCN(CC(=O)Nc1c(F)cccc1F)C(=O)c1cc(S(=O)(=O)N2CCOCC2)ccc1N1CCCC1 | 13.8% | -1.7% | 2.4%
CC[N+](CC)(CC)CCCCOc1ccc2c(c1)C(=O)c1cc(OCCCC[N+](CC)(CC)CC)ccc1-2 | ? | 7.2% | 12.6µM*
COc1ccc(C(CNC(=O)c2cc3c(s2)CCCC3)N2CCOCC2)cc1 (stereo unspecified) | -14.5% | -3.9% | 2.2%
COc1cccc(C(=O)N2CCN(Cc3ccccc3Br)CC2)c1 | ? | 5.7% | -12.5%
O=C(NCc1ccncc1)c1ccc(NS(=O)(=O)c2ccc(F)cc2)cc1 | 0.3% | / | -9.8%
CCOC(=O)CC1C(=O)NCCN1C(=O)c1sc2ccccc2c1Cl (stereo unspecified) | -18.6% | -3.5% | 20.0%
CCOC(=O)c1ccc(NC(=O)C(=O)NCCc2ccc(OC)cc2)cc1 | -3.4%&-14.5% | 2.9% | -14.7%&12.4%
CCOC(=O)c1c(NC(=O)CN2CCCCC2)sc2c1CCCC2O (stereo unspecified) | ? | 25.0% | -25.5%
O=C(CSc1ccc(-c2ccc(F)cc2)nn1)NCc1ccco1 | -13.8% | 4.8% | 4.9%
CC1(c2nnc(-c3ccncc3)o2)CC(c2ccc(Cl)cc2)=NO1 (stereo unspecified) | 20.6µM* | / | 5.6%
COc1cc2c(cc1OC)C(C)N(C(=O)Nc1ccccc1)CC2 (stereo unspecified) | 3.66µM* | 4.6% | 2.0%
CCCCc1cc(=O)oc2c(C)c(OCc3nn[nH]n3)ccc12 | 23.7% | 10.3% | -0.6%
COc1ccccc1C1NC(=O)c2n[nH]c(-c3cccs3)c21 (stereo unspecified) | ? | / | -10.7%
Clc1ccc[n+](CCCCC[n+]2cccc(Cl)c2)c1 | ? | / | ?
C=CCc1cccc(C2Nc3ccccc3C(=O)N2O)c1O (stereo unspecified) | -20.9% | 2.4% | 10.2%
Cc1ccc(OCC(=O)c2ccc3c(c2)CCCC3)cc1C | ? | 3.2% | -17.4%
O=C(CCc1ccccc1)NNC(=O)c1ccccn1 | ? | -8.0% | -1.5%
CCOc1ccccc1NC(=O)NCc1ccco1 | 1.7% | 6.3% | 16.6%
Cc1nn(-c2ccccc2)c(C)c1C=O | -2.8% | 1.2% | 17.3%

Remaining list, next part
SMILES | DT40 TDP1 CPT | N370S GC | FEN1 inhibitor
COc1ccc(C2c3c(oc4ccccc4c3=O)C(=O)N2c2ccccn2)cc1OC (stereo unspecified) | -17.6% | 24.4% | -9.3%
Cc1sc2c(c1C)c(=O)n(CCc1ccccc1)c(=O)n2Cc1ccc(F)cc1 | ? | / | 1.2%
CC1Nc2nc(NC(=O)C(C)(C)C)[nH]c(=O)c2N(C)C1C (stereo unspecified) | 4.6% | 3.6% | 2.2%
Cc1ccc(NC(=O)Cn2c(=O)oc3ccccc32)cc1 | 22.3% | -4.6% | -2.4%
CC(C)CN1C(=O)c2ccc(C(=O)Nc3ccc(O)cc3C(=O)O)cc2C1=O | 7.7% | -6.6% | -7.1%
CC1CCCCN1Cc1ccc(-c2nn[nH]n2)cc1 (stereo unspecified) | -3.9% | 4.8% | -10.4%
Cc1ccc(S(=O)(=O)CCC(=O)OCC(=O)c2ccc(C)c(C)c2)cc1 | -0.6% | 12.6% | -1.9%
CC(=O)N1c2ccc(S(=O)(=O)N3CCC(C(=O)N4CCN(c5ccccc5F)CC4)CC3)cc2CC1C (stereo unspecified) | 25.9µM* | 2.1% | 1.7%
